Compound activity as filed in PubChem BioAssay.
Cy5 interf NS3h – enhances or quenches Cy5 fluorescence in NS3h assay | Cy5-dT15 DNA with NS3h, fluorescence interference; actives lie on both sides; signal over control mean, under 1 quenches | fluorescence interference ratio at 100 µM | hit rate 6% among 16,000;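 active = compound fluorescence over control fluorescence at most 0.8, a quencher, or at least a set upper limit, an enhancer; inactive = ratio between 0.8 and the set upper limit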
HCV NS3h FP – blocks HCV NS3 helicase binding to DNA; NS3h Cy5-dT15 DNA binding, fluorescence polarization; inhibition, % at 100 µM; hit rate 1.6% among 16,000;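 active = inhibition above the average over every tested compound plus 3 SD, cut at about 40% in these data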
Active calls of the source: *.

[1] O=C(c1nn2c(c1Cl)NC(c1ccco1)CC2C(F)(F)F)N1CCN(Cc2ccccc2)CC1 (stereo not given)
[2] CC(=O)C(Sc1ccc(C)cc1)C(=O)c1ccccc1 (stereo not given)
[3] Cc1ccc([N+](=O)[O-])cc1N1C(=O)C=CC1=O
[4] COc1ccc(N(CC(=O)Nc2ccc(C)c(C)c2)S(C)(=O)=O)cc1Cl
[5] COc1cccc2cc(C(=O)OCC(=O)c3ccc([N+](=O)[O-])cc3)c(=O)oc12
[6] COc1ccccc1N(CC(=O)Nc1ccc(C(C)C)cc1)S(=O)(=O)c1ccccc1

entry no. | 1 | 2 | 3 | 4 | 5 | 6
Cy5 interf NS3h | 0.88 | 0.99 | 1.1 | 0.91 | 0.85 | 0.97
HCV NS3h FP | -2 | -5 | 87* | 16 | -2 | 7

[7] O=c1oc(/C=C\c2ccccc2)nc2ccc(Br)cc12
[8] CCOC(=O)c1ccc(-c2ccc(/C=C(/C#N)C(=O)Nc3ccc4ccccc4c3)o2)cc1
[9] Cc1ccc(C(=O)N/C(=C\c2ccc(-c3cc(Cl)ccc3Cl)o2)C(=O)NCc2cccnc2)cc1
[10] COC(=O)COc1ccc2c(=O)c(Oc3ccc(C(C)(C)C)cc3)coc2c1
[11] CCOC(=O)c1sc2nccc3c2c1N=CN3c1ccccc1
[12] COc1ccc(C2CC(=O)C3=C(C2)Nc2ccccc2NC3c2ccc(NC(C)=O)cc2)cc1 (stereo not given)

entry no. | 7 | 8 | 9 | 10 | 11 | 12
Cy5 interf NS3h | 1.1 | 1.1 | 0.85 | 0.96 | 1.1 | 0.96
HCV NS3h FP | 9 | -2 | 10 | -5 | 13 | -4

Grouped by structure: the compounds so far containing an aryl methoxy group (4)
[4] COc1ccc(N(CC(=O)Nc2ccc(C)c(C)c2)S(C)(=O)=O)cc1Cl
[5] COc1cccc2cc(C(=O)OCC(=O)c3ccc([N+](=O)[O-])cc3)c(=O)oc12
[6] COc1ccccc1N(CC(=O)Nc1ccc(C(C)C)cc1)S(=O)(=O)c1ccccc1
[12] COc1ccc(C2CC(=O)C3=C(C2)Nc2ccccc2NC3c2ccc(NC(C)=O)cc2)cc1 (stereo not given)

entry no. | 4 | 5 | 6 | 12
Cy5 interf NS3h | 0.91 | 0.85 | 0.97 | 0.96
HCV NS3h FP | 16 | -2 | 7 | -4

(further entries)
[13] CC(C)=C1C2C=CC1C1C(=O)N(c3ccc(Br)cc3[N+](=O)[O-])C(=O)C21 (stereo not given)
[14] CCc1ccc(S(=O)(=O)Nc2ccc(OC(=O)c3ccc(C)cc3)cc2)cc1
[15] C/C(=N/N=C1\NC(=O)C(CC(=O)Nc2ccc([N+](=O)[O-])cc2)S1)c1ccc(F)cc1 (stereo not given)
[16] C=CCc1c(C)nc2c(C)c(-c3ccc(C)cc3)[nH]n2c1=O
[17] CCCC(=O)Nc1ccc2nn(-c3ccc(C)c(Cl)c3)nc2c1
[18] Cc1cc(C)n(-c2nc(N(C)C)nc(N(C)C)n2)n1

entry no. | 13 | 14 | 15 | 16 | 17 | 18
Cy5 interf NS3h | 1 | 0.97 | 1 | 1.1 | 1 | 1.1
HCV NS3h FP | 3 | 6 | 26 | 20 | 2 | -6

[19] COc1cc(/C=N\NC(=O)/C(=C\c2ccc3c(c2)OCO3)NC(=O)c2ccccc2)cc(OC)c1O
[20] COc1ccc(N(CC(=O)Nc2ccccc2Br)S(=O)(=O)c2ccc(C)cc2)c(OC)c1
[21] O=c1/c(=C\c2ccccc2)sc2nc(-c3ccc(Cl)cc3Cl)nn12
[22] O=C(O)c1cccc(N2C(=O)c3ccc(Oc4cccc([N+](=O)[O-])c4)cc3C2=O)c1
[23] COc1cc(OC)cc(C(=O)Nc2ccc3oc(-c4ccccc4F)nc3c2)c1
[24] COc1cccc(C(=O)Nc2ccc(Cl)c(C(F)(F)F)c2)c1

entry no. | 19 | 20 | 21 | 22 | 23 | 24
Cy5 interf NS3h | 0.99 | 1 | 0.97 | 1.1 | 0.92 | 0.93
HCV NS3h FP | 11 | 2 | 11 | 12 | 9 | 3

[25] CCOC(=O)CNC(=O)c1ccc([N+](=O)[O-])cc1
[26] O=C(NC1CCS(=O)(=O)C1)OC1CCCCC1 (stereo not given)
[27] CC1CCCC(C(=O)O)N1C(=O)CCSC(=O)c1ccccc1 (stereo not given)
[28] Cc1cccc(-c2noc(C(c3ccccc3)c3ccccc3)n2)c1
[29] Cc1ccc(CN2CCN(N=Cc3cccc(Cl)c3)CC2)c(C)c1
[30] O=C(NC=C(Cl)Cl)c1ccc(Cl)cc1

entry no. | 25 | 26 | 27 | 28 | 29 | 30
Cy5 interf NS3h | 0.97 | 0.96 | 1.1 | 1.1 | 1.1 | 0.89
HCV NS3h FP | -14 | 3 | 0 | 9 | 2 | -2

[31] Cc1cc(C)n(/N=C\c2c[nH]c3ccccc23)c(=O)c1C#N
[32] O=C(Nc1ccc(Cl)cc1)c1cc(Cl)ccc1[N+](=O)[O-]
[33] Cc1c(NC(=O)c2ccc(-c3ccccc3[N+](=O)[O-])o2)cccc1-c1nc2ncccc2o1
[34] CCOc1ccc2c(c1)-c1c(ssc1=S)C(C)(C)N2C(=O)c1cccnc1
[35] O=C(O)CCCN1C(=O)/C(=C/c2cn(-c3ccccc3)nc2-c2cccc([N+](=O)[O-])c2)SC1=S
[36] O=C(/C=C/c1ccc2c(c1)OCO2)Nc1ccncc1

entry no. | 31 | 32 | 33 | 34 | 35 | 36
Cy5 interf NS3h | 1 | 0.87 | 1.2 | 0.98 | 0.84 | 1
HCV NS3h FP | 4 | 5 | 14 | 11 | 13 | -3

[37] O=C(NC(=S)Nc1ccc(Br)cc1)c1ccco1
[38] Cc1ccc(S(=O)(=O)NC(C)c2ccc(-c3ccccc3)cc2)cc1[N+](=O)[O-] (stereo not given)
[39] CCCCN(CC)Cc1c(C)[nH]c2ccc(C)cc2c1=O
[40] CNC(=O)c1ccc(N(C)S(=O)(=O)c2ccccc2)cc1
[41] COC(=O)C1=NNC2C(=O)N(c3cccc(C(F)(F)F)c3)C(=O)C12 (stereo not given)
[42] O=C(c1ccc(S(=O)(=O)N2CCOCC2)cc1)N1CCCc2ccccc21

entry no. | 37 | 38 | 39 | 40 | 41 | 42
Cy5 interf NS3h | 0.94 | 0.91 | 1 | 1 | 1.1 | 0.98
HCV NS3h FP | 7 | 13 | 3 | 4 | 2 | 2

[43] CCOc1ccc(NC(=O)c2ccc(S(=O)(=O)N(C)C)cc2)c([N+](=O)[O-])c1
[44] N#CC1=C(N)Oc2cc(N)ccc2C1c1cccs1 (stereo not given)
[45] CCC(=O)Oc1ccc2c3c(c(=O)oc2c1C)CCC3
[46] O=C(/C=C/c1ccc(-c2cc(Cl)ccc2Cl)o1)c1cccs1
[47] O=C1NC(=O)N(c2cccc(Br)c2)C(=O)/C1=C/c1ccc(Oc2ccc([N+](=O)[O-])cn2)cc1
[48] COc1ccc(C2(CNC(=O)C3COc4ccccc4O3)CCCC2)cc1OC (stereo not given)

entry no. | 43 | 44 | 45 | 46 | 47 | 48
Cy5 interf NS3h | 0.57* | 0.95 | 0.97 | 1.1 | 0.95 | 1
HCV NS3h FP | 16 | 6 | 10 | 12 | 6 | 12

[49] C/C(=C\C(=O)c1ccccc1)Nc1cc(C)ccc1Cl
[50] CC(C)(C)c1cc(/C=N\O)c(C(C)(C)C)s1
[51] Cc1ccc2nc(-c3ccc(NC(=O)/C=C\C(=O)O)cc3)sc2c1
[52] O=C(O)C(Cc1ccccc1)N1C(=O)/C(=C/C=C/c2ccccc2)SC1=S (stereo not given)
[53] COc1ccc(-c2nnc(-c3cccc([N+](=O)[O-])c3)o2)cc1
[54] COC(=O)c1ccc(NC(=O)Cc2ccccc2[N+](=O)[O-])cc1

entry no. | 49 | 50 | 51 | 52 | 53 | 54
Cy5 interf NS3h | 0.96 | 0.83 | 0.88 | 0.96 | 1 | 1
HCV NS3h FP | 11 | 30 | 6 | -2 | 3 | 5

[55] O=C(Nc1cccc(Br)c1)c1ccc([N+](=O)[O-])cc1
[56] COCCOC(=O)C1=C(C)NC(C)=C(C(=O)OCCOC)C1c1ccc(-c2cccc(Cl)c2Cl)o1
[57] O=C(Nc1ccc(NC(=O)c2ccc(-c3cccc(Cl)c3)o2)cc1)c1ccco1
[58] COC(=O)c1ccc(N2C(=O)c3ccccc3C2=O)cc1
[59] O=C(NCc1cccs1)c1nn2c(c1Cl)NC(c1ccco1)CC2C(F)(F)F (stereo not given)
[60] CC1=NNC(=O)/C1=C\c1cn(-c2ccccc2)nc1-c1ccc(Br)cc1

entry no. | 55 | 56 | 57 | 58 | 59 | 60
Cy5 interf NS3h | 0.99 | 0.91 | 1 | 1 | 0.86 | 1
HCV NS3h FP | -6 | 11 | -11 | -6 | 10 | 5

[61] O=C(OCCc1ccc(SC(=O)c2ccccc2)s1)c1ccccc1
[62] O=C(CCCN1C(=O)/C(=C\c2cccs2)SC1=S)Nc1ccccn1
[63] COC(=O)C(C)N(C(=O)c1ccc(Cl)cc1)c1c(C)cccc1C (stereo not given)
[64] COc1cccc(NC(=O)CSc2nc3ccccc3o2)c1
[65] O=S(=O)(N=C(Nc1ccccn1)c1ccccc1)c1ccc(Cl)cc1
[66] COc1ccc(/C=C/C(=O)c2c(-c3ccccc3)c3cc(Br)ccc3[nH]c2=O)cc1

entry no. | 61 | 62 | 63 | 64 | 65 | 66
Cy5 interf NS3h | 0.94 | 0.98 | 0.88 | 0.67* | 1 | 1
HCV NS3h FP | 7 | 14 | 7 | 12 | 3 | 8

Structures listed so far with an NH in an aromatic ring (four):
[16] C=CCc1c(C)nc2c(C)c(-c3ccc(C)cc3)[nH]n2c1=O
[31] Cc1cc(C)n(/N=C\c2c[nH]c3ccccc23)c(=O)c1C#N
[39] CCCCN(CC)Cc1c(C)[nH]c2ccc(C)cc2c1=O
[66] COc1ccc(/C=C/C(=O)c2c(-c3ccccc3)c3cc(Br)ccc3[nH]c2=O)cc1

entry no. | 16 | 31 | 39 | 66
Cy5 interf NS3h | 1.1 | 1 | 1 | 1
HCV NS3h FP | 20 | 4 | 3 | 8

The results go on.
[67] COc1ccc2c(c1)-c1c(ssc1=S)C(C)(C)N2C(=O)c1ccccc1OC
[68] Cc1ccc(OCC(=O)Nc2cccc(C(=O)Nc3ccccc3C(=O)O)c2)cc1C
[69] CC(Nc1cc(N2CCN(CCO)CC2)ccc1[N+](=O)[O-])c1ccc(Br)cc1 (stereo not given)
[70] CCN(CC)C(=O)CN(c1ccccc1OC)S(=O)(=O)c1ccccc1
[71] CCOc1cccc(C(=O)Nc2nnc(CSCc3ccccc3)s2)c1
[72] Cc1c(NS(=O)(=O)c2cc(Cl)ccc2Cl)c(=O)n(-c2ccccc2)n1C

entry no. | 67 | 68 | 69 | 70 | 71 | 72
Cy5 interf NS3h | 0.96 | 1 | 0.81 | 1 | 0.98 | 1.1
HCV NS3h FP | 11 | 9 | 18 | 4 | 9 | -3

[73] O=C(CCN1C(=O)/C(=C/c2ccc(Cl)cc2)SC1=S)Nc1nccs1
[74] COc1ccc(OC)c(NC(=O)COc2c(C)cc(C)cc2C)c1
[75] CS(=O)(=O)N(CC(=O)Nc1ccc(Oc2ccccc2)cc1)c1ccccc1Cl
[76] O=C(CSc1nc2ccccc2s1)c1ccc2ccccc2c1
[77] O=C(O)c1cccc(NC(=O)c2cccc(N3C(=O)c4ccc(C(=O)Nc5cccc(C(=O)O)c5)cc4C3=O)c2)c1
[78] CC(C)N1C(=O)/C(=C2/C(=O)N(C)c3ccccc32)SC1=S

entry no. | 73 | 74 | 75 | 76 | 77 | 78
Cy5 interf NS3h | 1 | 0.94 | 0.97 | 0.74* | 0.99 | 1.1
HCV NS3h FP | 13 | 0 | 5 | 12 | 32 | 14

[79] O=C(O)/C=C/c1cccc(NS(=O)(=O)c2ccccc2)c1
[80] CCN(CC)c1ccc(C(=O)n2cnc3ccccc32)cc1
[81] O=C(c1ccccc1)N1CCN(C(=O)c2cnn3c2NC(c2ccc(Br)cc2)CC3C(F)(F)F)CC1 (stereo not given)
[82] O=C(CN(c1ccc(Br)cc1)S(=O)(=O)c1ccccc1)NCC1CCCO1 (stereo not given)
[83] Cc1ccc(NC2=CC(=O)C=CC2=O)c(C)c1
[84] Cc1cc(/C=C(\C#N)C(=O)Nc2ccccc2)c(C)n1-c1cccc([N+](=O)[O-])c1

entry no. | 79 | 80 | 81 | 82 | 83 | 84
Cy5 interf NS3h | 1.1 | 0.98 | 1.1 | 1 | 0.83 | 1
HCV NS3h FP | 1 | 17 | 17 | 0 | -3 | 18

[85] Cc1ccc(-c2nc3cc(Cl)cc(Cl)c3o2)cc1N
[86] Cc1cc(C)cc(N2C(=O)NC(=O)/C(=C\c3ccc(N(C)C)cc3)C2=O)c1
[87] COc1ccc(/C=C/C(=O)c2c(O)c(OC)c3occc3c2OC)cc1
[88] COc1ccc(N2C(=O)C3C4C=CC(C5CC45)C3C2=O)c([N+](=O)[O-])c1 (stereo not given)

entry no. | 85 | 86 | 87 | 88
Cy5 interf NS3h | 1 | 1.1 | 1.1 | 0.98
HCV NS3h FP | 7 | 27 | 10 | 6
